Screens from PubChem.
p-CIP stab down: p/CIP protein destabilization; Q05BA5; AID 1984; decrease of EGFP signal, % at 10 µM; F442A p/CIP-EGFP cells, EGFP fluorescence, 16 h; hit rate 0.01% among 290,000;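 active means EGFP signal decrease of at least 30% at 10 µM or well 3 SD below plate mean, unless failing retest; inactive means the rest, including hits failing retest or dose response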; further: some compounds called inactive have numbers as strong as hits; many of its hits are not listed in these tables
IMP-1 inhibitor: blocks Pseudomonas aeruginosa IMP-1 metallo-beta-lactamase; inhibition, % at 5.6 µM; hit rate 0.45% among 290,000; AID 1556; purified IMP-1, nitrocefin hydrolysis, epi-absorbance fluorescence;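 active means inhibition above the mean plus 3 SD of all compounds in the same screening run, cut at about 4.5% in these data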;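 further: 0% = IMP-1 with DMSO and 100% = DMSO wells lacking enzyme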
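System: purified IMP-1; amount: IMP-1 0.2 nM before substrate addition; compound: single dose, 5.6 µM; times: 25 °C, 15 min preincubation, 25 min reaction; signal: Epi-absorbance via hydrolysed-nitrocefin quenching of white-plate fluorescence, 480/530 nm, EDTA stop; benchmarks: DMSO with and without IMP-1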
FID counter: fluorescent intercalator displacement, NS3 helicase counter-screen; AID 1845; inhibition, % at 7.9 µM; hit rate 0.17% among 290,000; DNA fluorescent intercalator displacement, fluorescence; in the data active means inhibition above about 37%;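 further: 0% = vehicle and 100% = reference compound; higher means more ethidium bromide displaced from hairpin DNA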
IDE cell activ: boosts human insulin-degrading enzyme activity in HEK cells; P14735; FAbeta-B cleavage, fluorescence polarization; 0% vehicle, 100% cell-free pure enzyme wells; activation, % at 5.96 µM; hit rate 0.073% among 340,000; AID 493087;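 active means activation above the mean of all tested compounds plus 3 SD, set per screening campaign, cut at about 17% in these data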
Target sequence (P14735 whole entry, looked up): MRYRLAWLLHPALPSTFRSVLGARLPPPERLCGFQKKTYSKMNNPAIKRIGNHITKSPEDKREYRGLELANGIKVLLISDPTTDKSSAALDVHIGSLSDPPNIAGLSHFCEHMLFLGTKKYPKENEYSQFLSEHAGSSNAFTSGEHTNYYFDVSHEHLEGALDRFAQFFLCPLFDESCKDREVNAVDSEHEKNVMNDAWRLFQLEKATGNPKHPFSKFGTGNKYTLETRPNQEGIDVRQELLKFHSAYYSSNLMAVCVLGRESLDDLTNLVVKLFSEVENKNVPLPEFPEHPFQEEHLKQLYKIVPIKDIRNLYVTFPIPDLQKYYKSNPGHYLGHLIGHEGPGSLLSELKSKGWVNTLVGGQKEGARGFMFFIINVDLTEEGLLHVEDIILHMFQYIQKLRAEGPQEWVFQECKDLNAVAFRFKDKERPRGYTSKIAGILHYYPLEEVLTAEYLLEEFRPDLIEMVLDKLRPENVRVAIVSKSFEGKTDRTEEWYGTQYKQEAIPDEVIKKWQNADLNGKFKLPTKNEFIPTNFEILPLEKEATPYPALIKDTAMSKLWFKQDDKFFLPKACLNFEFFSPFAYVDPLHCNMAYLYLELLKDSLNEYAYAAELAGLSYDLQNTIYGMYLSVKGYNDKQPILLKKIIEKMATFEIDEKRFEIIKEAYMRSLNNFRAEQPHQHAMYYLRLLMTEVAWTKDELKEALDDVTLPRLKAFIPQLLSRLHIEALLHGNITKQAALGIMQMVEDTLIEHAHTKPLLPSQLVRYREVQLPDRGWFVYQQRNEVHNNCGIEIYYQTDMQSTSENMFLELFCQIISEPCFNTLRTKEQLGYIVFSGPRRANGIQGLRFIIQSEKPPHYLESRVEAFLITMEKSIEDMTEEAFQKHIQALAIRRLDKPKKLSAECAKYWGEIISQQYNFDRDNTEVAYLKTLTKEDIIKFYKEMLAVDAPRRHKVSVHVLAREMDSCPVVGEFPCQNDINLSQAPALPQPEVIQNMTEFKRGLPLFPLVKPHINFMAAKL
NS3 helicase inh: HCV NS3 helicase inhibition | inhibition, % at 10.9 µM | NS3 helicase DNA unwinding, Cy5 molecular beacon fluorescence | hit rate 0.56% among 290,000 | AID 1800;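 active means inhibition above the mean of all tested compounds plus 3 SD, set per campaign, cut at about 35% in these data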;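 further: 0% = DMSO wells and 100% = thioflavine S control wells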
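Assay system: hepatitis C virus NS3 helicase domain fragment enzyme. Also added: annealed dual-labelled DNA beacon duplex, ATP-started. Timing: 1 h reaction at 25 °C, ATP-initiated. Technique: Cy5 fluorescence at 0 and 60 min, beacon hairpin quenching. Evaluation: % inhibition of unwinding. Replication: one well per compound.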
PHOSPHO1 block: inhibitors of human PHOSPHO1 phosphatase. Q8TCT1. recombinant PHOSPHO1, absorbance phosphatase assay. inhibition, % at 13.3 µM. hit rate 1.1% among 290,000. AID 1565; in the data active means inhibition above about 60%
VIM-2 inhibitor: blocks Pseudomonas aeruginosa VIM-2 metallo-beta-lactamase; purified VIM-2, nitrocefin hydrolysis, epi-absorbance fluorescence; inhibition, % at 5.6 µM; hit rate 0.89% among 290,000; AID 1527;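 active means inhibition above the mean of all tested compounds plus 3 SD, cutoff set per screening run, cut at about 7.5% in these data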;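 further: red hydrolysis product quenches plate fluorescence so inhibitors raise well fluorescence; 0% = enzyme with DMSO and 100% = DMSO without enzyme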
SUMO HTRF inh: SUMOylation inhibition; AID 2006; HTRF SUMOylation assay, SAE1/SAE2 + UBC9, in vitro; hit rate 0.36% among 290,000; inhibition, % at 35 µM; in the data active means inhibition above about 50%, passing the limit was not always enough; further: strong numbers were not always called active
MEKK3 PB1 HTS: modulators (inhibitors or enhancers) of MEK5 binding to human MEKK3 PB1 domain; binding response (% of control), % at 10 µM; hit rate 1.4% among 290,000; bead-based flow cytometry, Alexa488-MEK5 binding to MEKK3; actives lie on both sides; 0 = blocked by unlabeled MEK5, 100 = vehicle; Q99759; AID 1529;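 active means binding response more than 3 SD above or below the average of its plate-row segment, actives on both sides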;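 further: Alexa488 bead fluorescence after subtracting the streptavidin-only scavenger bead signal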
* marks the source's active call; other numbers are inactive results; . = no result given. An excerpt; rates above refer to the full screens.

SMILES | p-CIP stab down | IMP-1 inhibitor | FID counter | IDE cell activ | NS3 helicase inh | PHOSPHO1 block | VIM-2 inhibitor | SUMO HTRF inh | MEKK3 PB1 HTS
CCOc1ccc(OCCC(=O)OCC(=O)NC2CCCCC2)cc1 | -3 | 0.7 | -43 | -3 | -4 | 21 | -1.4 | -8 | 98
O=c1[nH]c(/C=C/c2ccccc2OC(F)F)nc2c1cnn2-c1ccccc1 | -11 | -1.6 | -3 | -2 | 4 | -6 | -3.1 | 43 | 96
Cc1ccc(C(=O)CSc2nc(-c3ccccc3)ccc2C#N)cc1 | -9 | -3.3 | -6 | -2 | 8 | -9 | -2.5 | -14 | 106
O=C(COC(=O)c1ccco1)NCc1ccc2c(c1)OCO2 | -6 | -2.7 | -2 | 1 | 9 | 37 | -2.9 | -2 | 99
CCN1CCN(CC(=O)N/N=C/c2cc(Br)cs2)CC1 | 7 | -0.6 | 7 | 4 | 7 | 18 | 3.3 | 16 | 105
CC(NS(=O)(=O)c1ccc(OCC(=O)N2CCCC2)cc1)c1ccccc1 (configuration not stated) | -7 | -2.0 | -16 | 2 | -6 | 26 | -2.8 | -2 | 99
COc1ccc(CCNC(=O)CSc2nc3c(c(=O)n(C)c(=O)n3C)n2C)cc1OC | -10 | -0.6 | -1 | 5 | 0 | -7 | 0.7 | 19 | 105
CC1(OC(=O)CCc2ccccc2)C(=O)C=C2C=C(c3ccc(C#N)cc3)N(C(CO)CO)C=C2C1=O (configuration not stated) | -3 | . | . | 3 | . | 13 | . | 15 | 88
CCc1ccc2[nH]c(=O)c(CN(CCCO)C(=O)NCc3ccccc3)cc2c1 | -4 | -5.8 | -39 | 5 | -8 | 6 | -1.8 | 20 | 103
CSc1ccc(CNC(=O)C2Cc3cc(S(=O)(=O)N4CCCC4)ccc3N2C(C)=O)cc1 (configuration not stated) | 0 | -2.1 | -35 | -3 | -4 | 33 | -0.7 | -2 | 104
Cc1cc(NC(=O)CCC(=O)N(c2ccccc2)C(C(=O)NCC2CCCO2)c2cccnc2)no1 (configuration not stated) | -5 | -3.7 | -24 | 5 | -1 | 2 | -2.5 | 33 | 106
O=C(c1ccccc1)c1cc2ccccc2oc1=O | -2 | -3.2 | -2 | 1 | 6 | 38 | 1.5 | 11 | 102
CC1(C)CC(=O)C(C=NCCN2CCN(C3CC(=O)N(c4cccc(Br)c4)C3=O)CC2)=C(O)C1 (configuration not stated) | -11 | -2.4 | -34 | -4 | 6 | 34 | -2.4 | 11 | 101
O=C(c1ccc(Cl)c(Cl)c1)N1CCN(c2ccccn2)CC1 | 0 | -0.2 | -19 | 3 | -10 | 34 | 1.4 | 15 | 107
CN(C)c1ccc(N=Cc2nc(-c3ccccc3)oc2OC(=O)c2ccccc2)cc1 | -9 | -2.6 | 5 | 0 | 0 | -24 | -1.5 | 7 | 96
CCN(CC(=O)NC1CCS(=O)(=O)C1)S(=O)(=O)c1ccc(C)c(C)c1 (configuration not stated) | -5 | -1.3 | -6 | 1 | -15 | 16 | -2.5 | -14 | 102
CCn1c(/C(C#N)=N/O)nc2ccccc21 | -4 | -3.1 | -7 | 5 | -3 | -12 | -1.8 | -7 | 101
CC(O)CCC(=O)NNC(=S)Nc1ccccc1 (configuration not stated) | 1 | 1.8 | 2 | -2 | -11 | 12 | -0.3 | 14 | 98
O=C(C1CCN(S(=O)(=O)c2ccc(Br)s2)CC1)N1CCN(c2ccccc2)CC1 | -8 | -2.0 | -52 | -2 | -9 | 39 | -3.4 | 5 | 107
O=C(O)c1cccc(S(=O)(=O)Nc2ccc(S(=O)(=O)N3CCOCC3)cc2)c1 | 1 | -2.1 | 0 | 0 | -8 | 28 | -0.6 | 14 | 104

Quoted at random: 4 compounds from above.
SMILES | p-CIP stab down | IMP-1 inhibitor | FID counter | IDE cell activ | NS3 helicase inh | PHOSPHO1 block | VIM-2 inhibitor | SUMO HTRF inh | MEKK3 PB1 HTS
CC1(OC(=O)CCc2ccccc2)C(=O)C=C2C=C(c3ccc(C#N)cc3)N(C(CO)CO)C=C2C1=O (configuration not stated) | -3 | . | . | 3 | . | 13 | . | 15 | 88
CCN1CCN(CC(=O)N/N=C/c2cc(Br)cs2)CC1 | 7 | -0.6 | 7 | 4 | 7 | 18 | 3.3 | 16 | 105
O=C(O)c1cccc(S(=O)(=O)Nc2ccc(S(=O)(=O)N3CCOCC3)cc2)c1 | 1 | -2.1 | 0 | 0 | -8 | 28 | -0.6 | 14 | 104
CCOc1ccc(OCCC(=O)OCC(=O)NC2CCCCC2)cc1 | -3 | 0.7 | -43 | -3 | -4 | 21 | -1.4 | -8 | 98

Continuation.
SMILES | p-CIP stab down | IMP-1 inhibitor | FID counter | IDE cell activ | NS3 helicase inh | PHOSPHO1 block | VIM-2 inhibitor | SUMO HTRF inh | MEKK3 PB1 HTS
CCc1cccc(C)c1NC(=O)C1CC=CCC1C(=O)O (configuration not stated) | 6 | -1.4 | -2 | 3 | -7 | 35 | -1.2 | 5 | 101
Cn1cc(Cl)c(C(=O)OCC(=O)Nc2ccc(S(N)(=O)=O)cc2)n1 | -4 | -0.4 | 3 | 9 | -5 | 18 | -0.5 | 1 | 101
NC(=O)NC(Cc1ccccc1)C(=O)NCCCSc1ccccc1 (configuration not stated) | -8 | -2.0 | -16 | 3 | -5 | 31 | -5.1 | 3 | 93
CCOc1ccc(Cn2c(=O)oc3ccc(C)cc32)cc1OC | -6 | 0.6 | -21 | 6 | 2 | -2 | -0.3 | 15 | 104
CCc1cccc(NC(=O)CCS(=O)(=O)c2cccc3nonc23)c1 | -2 | -2.9 | 4 | 0 | -4 | -23 | -0.5 | 16 | 111
O=C(Nc1ccc(O)cc1)c1ccc2c(c1)C(=O)N(N1C(=O)c3ccccc3C1=O)C2=O | 0 | -1.1 | -5 | -3 | 1 | 28 | -3.2 | 4 | 102
c1nc(NCCN2CCOCC2)c2sc3nc(N4CCOCC4)c4c(c3c2n1)CCC4 | -7 | 7.6* | 3 | 1 | -5 | -6 | 9.5* | 23 | 99
NS(=O)(=O)c1ccc(NC(=S)NC2CCCCCC2)cc1 | -17 | -2.5 | -4 | 6 | 1 | 6 | -2.7 | 14 | 99
O=C(C1CCCN(Cc2ccncc2)C1)N1CCc2ccccc2C1 (configuration not stated) | 1 | -1.8 | 4 | 3 | -6 | 16 | -3.2 | 12 | 108
O=C(O)CCCCCNC(=O)c1ccncc1 | -13 | -1.9 | 3 | 3 | -3 | 38 | -1.7 | 14 | 102
c1ccc(Cn2ncc3c(NCc4ccco4)ncnc32)cc1 | -3 | -2.6 | -7 | -11 | -7 | 21 | -2.2 | 3 | 100
O=C(CN(Cc1ccccc1F)S(=O)(=O)c1ccc(Cl)cc1)NCCCO | -1 | -0.5 | -14 | 6 | 0 | -5 | -3.9 | -6 | 99
CCOC(=O)c1c(C)[nH]c(C)c1C(=O)COC(=O)/C=C/c1ccc(OC(F)F)cc1 | -6 | -1.8 | -23 | 1 | -11 | -12 | -2.1 | 2 | 100
OCCn1c(SCCOc2ccccc2)nc2ccccc21 | -18 | -3.2 | -9 | 0 | 0 | 13 | -3.2 | -5 | 98
COc1ccc(N=N/C(C(C)=O)=C(/C)O)cc1 | -1 | 0.5 | -2 | 6 | 5 | 56 | -2.0 | 10 | 102
O=C(NC1CCCCC1)C(c1ccco1)N(Cc1cccs1)C(=O)Cn1nnc2ccccc21 (configuration not stated) | -2 | -4.4 | -4 | 0 | 5 | -1 | -1.1 | 2 | .
CCOC(CNC(=O)C(=O)Nc1cc2c3c(c1)CCC(=O)N3CCC2)OCC | -3 | -2.2 | -33 | 0 | 4 | 13 | -1.7 | 19 | 97
CN1CCN(CCCNC(=O)c2cc3c(-c4ccc(Cl)cc4)nn(C)c3s2)CC1 | 3 | -3.5 | 29 | 4 | -74 | -19 | -0.5 | 28 | 108
O=C(COc1ccc(Cl)cc1)NCc1nnc(SCC(=O)N2CCCCC2)o1 | -12 | -1.0 | -19 | 6 | -6 | 9 | -3.5 | -16 | 105
CN1CCN(C(=O)/C=C/c2ccc([N+](=O)[O-])cc2)CC1 | -5 | -0.2 | 4 | 4 | 3 | 9 | 0.2 | 4 | 112
Cc1ccc(C(=O)NC2CCN(S(=O)(=O)c3ccc(C)cc3)CC2)cc1 | -9 | -3.0 | -6 | 5 | 8 | 26 | -2.3 | 20 | 93
CCc1nc2ccccc2c(NC(=O)CN2CC(C)CC(C)C2)c1C (configuration not stated) | 11 | -3.0 | -10 | 6 | 11 | 2 | -0.7 | -5 | 89
C[n+]1cn(Cc2ccc(C#N)cc2)c2ccccc21 | -12 | -2.4 | -4 | 0 | 4 | 26 | -2.2 | 4 | 99
NC(=O)CC(NC(=O)Cc1ccc(Cl)cc1)c1ccc(NC2CCCCC2)c([N+](=O)[O-])c1 (configuration not stated) | -4 | . | . | -2 | . | 39 | . | 7 | 107
Nc1nc(SCc2cccc([N+](=O)[O-])c2)n[nH]1 | -2 | -2.2 | -3 | 4 | -3 | 28 | -0.3 | 0 | 102
NC(=O)CN1C(=O)C2C3C=CC(C3)C2C1=O (configuration not stated) | -26 | 1.5 | 4 | 2 | 3 | 4 | -2.7 | 13 | 95
O=C(NNC(=O)c1ccc(-c2ccccc2)cc1)Nc1ccccc1F | 1 | -4.5 | -11 | -2 | -1 | 41 | -8.2 | 3 | 99
CCC(NC(=O)c1ccccc1NC(=O)c1ccco1)C(=O)NC1CCCCC1 (configuration not stated) | -6 | -4.1 | -11 | 5 | 3 | 8 | -4.7 | -16 | .
O=C(NC(=S)Nc1ccc(N2CCOCC2)cc1)c1cccc(Cl)c1Cl | 0 | -1.9 | -11 | 5 | -2 | -43 | -3.5 | 10 | 103
CCO[C@@H]1OC(C(=O)N2CCN(Cc3ccccc3)CC2)=C[C@H](C)[C@H]1CCCO | 5 | -0.5 | -24 | -2 | -8 | 14 | 0.0 | -11 | 76
Cc1c(=O)n(OCc2ccccn2)c2ccccc2[n+]1[O-] | -5 | -1.6 | -2 | 6 | 15 | -43 | -2.5 | 20 | 102
O=C(CN(c1ccccc1)S(=O)(=O)c1ccc(Cl)cc1)Nc1cccnc1 | 10 | -0.8 | -18 | -2 | -3 | 19 | -0.5 | -2 | 96
CC(C)CC(=O)Nc1cc2c3c(c1)CCN3C(=O)CC2 | -9 | -2.6 | -5 | 7 | 0 | 17 | -0.3 | 19 | 105
CSc1nc2c(cc1C#N)C(=O)CC(C)(C)C2 | 0 | -2.4 | -10 | 3 | 11 | 41 | -0.7 | 8 | 98
CCOC(=O)/C(=C\c1ccc(OC)c(OC)c1)C(=O)c1cccnc1 | -2 | -2.7 | -13 | 3 | -9 | 20 | -1.0 | -2 | 101
Cc1nnc(N2C(=O)c3cccc4cccc(c34)C2=O)s1 | -4 | -2.2 | -2 | 4 | 4 | 11 | 7.5 | 21 | 95
CN(Cc1ccon1)C(=O)CC1C(=O)NCCN1Cc1cccc(F)c1F (configuration not stated) | 4 | -0.8 | -8 | 5 | 2 | -34 | -3.3 | 9 | 104
CC(=O)CSc1nnc(C(F)(F)F)n1C | 2 | -1.0 | -3 | -2 | -4 | -36 | -0.8 | 6 | 95
COc1ccc(-c2noc(COc3ccc(C)c(C)c3)n2)cc1OC | -6 | -3.1 | -4 | 9 | -1 | -3 | -2.4 | -17 | 97
